Hsp70 inhibitors: Hsp70 inhibitors, probe displacement, primary screen, biochemical, fluorescence polarization (AID 583). Heat shock 70 kDa protein 1A (Homo sapiens). Hsp70 fluorescence polarization probe displacement, mP; higher % means a stronger effect. displacement, % at 20 µM; hits with a dose series show IC50 in µM. 140,000 compounds, 0.06% hits; in the data active means displacement above about 50%;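 further: plate controls were vehicle for no effect and reference ligand for full effect; a part of the inactive calls stands beside numbers as strong as those of hits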
MKP-3 inhibition: MKP-3 phosphatase inhibitors, primary screen, biochemical, rat enzyme, in vitro (AID 425); Dual specificity protein phosphatase 6 (Rattus norvegicus); recombinant MKP-3 phosphatase activity, fluorescence; higher % means a stronger effect; inhibition, % at 20 µM; hits with a dose series show IC50 in µM; 110,000 compounds, 0.17% hits; in the data active means inhibition above about 50%;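 further: plate controls were vehicle for no effect and reference inhibitor for full effect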
* hit, by the source's call; · = not tested or not shown; & = joins results of further samples. An excerpt; the hit share may differ from the screen's.

SMILES	Hsp70 inhibitors	MKP-3 inhibition
CC1CCN(C(=O)Cn2c(SCC(=O)Nc3nccs3)nc3ccccc32)CC1	-3.2%	-3%
O=C(O)CCC(=O)N1CCN(c2cccc(Cl)c2)CC1	0.6%	-13%
COc1ccc(N(CC(=O)Nc2cccc(Cl)c2)S(=O)(=O)c2ccc(C)cc2)c(OC)c1	-2.3%	3%
O=[N+]([O-])c1ccc(N2CCN(S(=O)(=O)Cc3ccccc3)CC2)c(Cl)c1	1.2%	-4%
CCCS(=O)(=O)c1c(S(=O)(=O)CCC)c2cnccn2c1C(=O)c1ccc(CC)cc1	0.4%	·
Cc1cccc(-n2ncc3c(N4CCc5ccccc54)ncnc32)c1	8.6%	-12%
O=C(Cc1cccs1)N1CCCC(c2nc3c(nnn3Cc3ccc(F)cc3)c(=O)[nH]2)C1 (centres undefined)	-0.2%	-3%
COc1ccc(OC)c(C(c2nnnn2C2CCCC2)N2CCN(c3ccccc3)CC2)c1 (centres undefined)	-2.5%	4%
CCN1C(=O)CC(N2CCN(C(c3ccccc3)c3ccccc3)CC2)C1=O (centres undefined)	3.5%	-12%
COc1ccccc1N1Cc2ccccc2C1	3.6%	·
Cc1ccc(-c2ccc(=O)n(CC(=O)N3CCN(c4cc(Cl)ccc4C)CC3)n2)cc1	1.8%	·
Cc1ccc2[nH]c(=O)c(CN(Cc3cccnc3)Cc3nnnn3CCN3CCOCC3)cc2c1	3.7%	6%
CCCCOC(=O)Cn1c(=O)c2c(nc(Br)n2Cc2ccccc2)n(C)c1=O	4.1%	-3%
N#CC1=C(N)Oc2c(sc3ccccc23)C1c1ccco1 (centres undefined)	-55%	1%
COC(=O)c1ccc(N(Cc2ccc(Cl)cc2)S(C)(=O)=O)cc1	-2.0%	6%
O=C(c1cccc(C(=O)N2CCc3ccccc32)n1)N1CCc2ccccc21	-10%	-8%
Cc1ccc(S(=O)(=O)N2CCCC2C(=O)Nc2nccs2)cc1 (centres undefined)	-5.1%&-2.9%	-5%&3%
O=C(O)CCCNC(=O)c1cncc(Br)c1	2.0%&0.5%	-12%&-1%
COc1ccccc1N1CCN(C(=O)C(NS(=O)(=O)c2cccs2)c2ccccc2)CC1 (centres undefined)	0.6%	2%
COc1ccc(-c2ccc(SCC(=O)NCc3ccco3)nn2)cc1OC	3.8%	-12%
COc1ccc(N(CC(O)Cn2c3ccccc3c3ccccc32)S(C)(=O)=O)cc1 (centres undefined)	0.4%	-6%
COc1ccc(C(=O)Nc2ccccc2-c2nnn(CC(=O)NCc3ccco3)n2)cc1	2.3%	12%
COc1ccccc1N1C(=O)CC(Sc2nc(C)cc(C)n2)C1=O (centres undefined)	2.3%	-4%
COc1ccc(C2CC(C(F)(F)F)n3nc(C(=O)N4CCN(c5ccc(F)cc5)CC4)c(Cl)c3N2)cc1 (centres undefined)	2.1%	6%
CCn1c(C(=O)Nc2ccsc2C(=O)OC)cc2sc(Cl)cc21	2.5%	-9%
(list continues)
SMILES	Hsp70 inhibitors	MKP-3 inhibition
Nc1nc(CN2C(=O)c3ccccc3C2=O)cs1	2.5%	1%
O=S(=O)(NCC1OCCc2ccccc21)c1ccc(S(=O)(=O)N2CCOCC2)cc1 (centres undefined)	-4.6%	-5%
O=C(NCc1ccccc1)C(c1cccs1)N(C(=O)c1csnn1)C1CC1 (centres undefined)	-0.1%	4%
Cc1ccc2c(c1)cc(CN(Cc1ccco1)S(=O)(=O)c1ccccc1)c1nnnn12	3.2%	3%
COC(=O)c1cccc(N2C(=O)c3ccc(C(=O)c4cccc([N+](=O)[O-])c4)cc3C2=O)c1	·	4%
O=C(NCC1CCNCC1)C(=O)NC1CCCCC1	5.7%	3%
O=C(Nc1ccc(Cl)c(Cl)c1)Nc1ncccc1Cl	-0.7%	0%
S=c1[nH]c2cc(Cl)ccc2s1	0.9%	·
COc1ccc(Oc2coc3cc(OC(C)=O)ccc3c2=O)cc1	-1.6%	6%
COCCCNC(=O)c1c(F)c(F)c(F)c(F)c1F	1.0%	-12%
c1ccc(CSc2nnc(-c3cccs3)o2)cc1	5.4%	2%
O=C(Nc1ccccc1N1CCN(c2ccc(F)cc2)CC1)C1CCCCC1	-1.2%	-12%
CC(=O)N(CN1C(=O)C2CC=CCC2C1=O)c1cccc(Cl)c1 (centres undefined)	4.8%	1%
CC1NC(=O)NC1CCCCCC(=O)NCCc1ccccc1 (centres undefined)	-1.3%	-4%
Cc1c(NC(=O)c2nn3c(c2Br)NC(c2ccccc2)CC3C(F)(F)F)c(=O)n(-c2ccccc2)n1C (centres undefined)	2.1%	-1%
CC1CCN(CCCNC(=O)c2coc3nc4ccccc4nc23)CC1	-0.5%	6%
O=C(Nc1nc(-c2ccncc2)cs1)C1COc2ccccc2O1 (centres undefined)	·	-6%
COC(=O)c1ccc(NC(=O)c2ccccc2SC)cc1	-1.0%	·
CCOc1ccc(N2C(=O)CC(N3CCN(C(=O)CN4CCCC4)CC3)C2=O)cc1 (centres undefined)	-5.9%	2%
CN1C(c2ccc(F)cc2)=CS/C1=C(\C#N)c1nnc2n1-c1ccccc1SC2	0.3%	6%
CCn1c(CC(=O)Nc2ccc(C)cc2)nnc1SCC(=O)Nc1nc(C)cs1	-4.2%	·
NC(=O)C(=O)Nc1ccc(Oc2ccccc2)cc1	-0.2%	-1%
Cc1c(Nc2cc(=O)oc3ccccc23)c(=O)n(-c2ccccc2)n1C	1.3%	-3%
COC(=O)c1cc(-c2ccc(Br)cc2)nc2ccccc12	0.2%	7%
Cc1ccc(NC(=O)C(=O)NCCCOC(C)C)c(C)c1	-4.0%	5%
Additional records:
SMILES	Hsp70 inhibitors	MKP-3 inhibition
Cc1cc2ncc(C(=O)Nc3ccccc3)c(C)n2n1	2.1%	2%
CC1CCC(C(C)C)C(OC(=O)C2=C3c4ccccc4S(=O)(=O)N3CC2)C1 (centres undefined)	-2.4%	·
COCCn1c(Cc2ccccc2)nnc1SCC(=O)N(C)C	-1.1%	0%
CCCCCCn1c(SCC(=O)c2ccccc2)nc2c1c(=O)[nH]c(=O)n2C	-6.4%	8%
COc1cccc(NC(=O)C2CCCN2C(=O)Nc2cccc(F)c2)c1 (centres undefined)	3.4%	-4%
COc1ccccc1N1CCN(c2cc(C)nc3nc(C)nn23)CC1	1.4%	-1%
Cc1nn(-c2ccccc2)c2nc(-c3ccco3)cc(C(=O)O)c12	2.4%	-7%
O=[N+]([O-])c1ccc(-c2nnc(-c3ccc(F)cc3)o2)cc1	1.0%	1%
CC(C)Oc1ccc(NC(=O)c2ccncc2)cc1	3.2%	-3%
Cc1ccc(-n2cccc2/C=N/n2cnnc2)cc1Cl	6.7%	·
Cc1ccc(NC(=O)CSc2nccn2Cc2ccccc2)cc1C	6.8%	·
Nc1nnc(CCS(=O)(=O)c2ccc(Cl)cc2)s1	7.5%	·
O=C(Nc1ccc(NC(=O)c2ccccc2[N+](=O)[O-])cc1)c1ccccc1	0.1%	3%
Cc1cccc(N2CCN(C3=NC(=O)C(=C4CCCCC4)S3)CC2)c1	3.6%	-6%
CC(=Nc1cccc2ccccc12)c1cc(Cl)ccc1O	2.0%	-1%
COc1cc(/C=N/Nc2snc(SC)c2C#N)cc(OC)c1OC	3.6%	·
CCCCCn1c(SCC(=O)OCC)nc2cc(C(=O)NCc3ccco3)ccc2c1=O	-2.4%	-4%
O=C(c1cccs1)N1CCOCC1	2.8%	-19%
CCOC(=O)Cn1nc(-c2ccccc2)nc1-c1ccccc1	-6.6%	-8%
Cc1cc(OCn2ccc(C(=O)O)n2)ccc1Cl	0.9%	-3%
COc1ccc(C(=O)/C=C/c2ccc(SC)cc2)cc1OC	-3.9%	7%
CC(C)Cc1ccc(C(C)C(=O)NC(C)Cc2ccccc2)cc1 (centres undefined)	7.3%	2%
Cc1cccc2cc(CN(Cc3ccco3)C(=O)c3ccncc3)c(=O)[nH]c12	8.4%	4%
O=C(Nc1ccc(N2CCOCC2)cc1)c1ccncc1	6.3%	·
COc1ccc(OC)c(C2/C(=C(/O)c3ccccc3)C(=O)C(=O)N2c2nc3ccccc3s2)c1 (centres undefined)	-2.0%	1%

Rewritten with values under each structure: part of the list above.
Order of results – Hsp70 inhibitors, MKP-3 inhibition
- Cc1cc2ncc(C(=O)Nc3ccccc3)c(C)n2n1
  2.1%, 2%
- CC1CCC(C(C)C)C(OC(=O)C2=C3c4ccccc4S(=O)(=O)N3CC2)C1 (centres undefined)
  -2.4%, ·
- COCCn1c(Cc2ccccc2)nnc1SCC(=O)N(C)C
  -1.1%, 0%
- CCCCCCn1c(SCC(=O)c2ccccc2)nc2c1c(=O)[nH]c(=O)n2C
  -6.4%, 8%
- COc1cccc(NC(=O)C2CCCN2C(=O)Nc2cccc(F)c2)c1 (centres undefined)
  3.4%, -4%
- COc1ccccc1N1CCN(c2cc(C)nc3nc(C)nn23)CC1
  1.4%, -1%
- Cc1nn(-c2ccccc2)c2nc(-c3ccco3)cc(C(=O)O)c12
  2.4%, -7%
- O=[N+]([O-])c1ccc(-c2nnc(-c3ccc(F)cc3)o2)cc1
  1.0%, 1%
- CC(C)Oc1ccc(NC(=O)c2ccncc2)cc1
  3.2%, -3%
- Cc1ccc(-n2cccc2/C=N/n2cnnc2)cc1Cl
  6.7%, ·
- Cc1ccc(NC(=O)CSc2nccn2Cc2ccccc2)cc1C
  6.8%, ·
- Nc1nnc(CCS(=O)(=O)c2ccc(Cl)cc2)s1
  7.5%, ·
- O=C(Nc1ccc(NC(=O)c2ccccc2[N+](=O)[O-])cc1)c1ccccc1
  0.1%, 3%
- Cc1cccc(N2CCN(C3=NC(=O)C(=C4CCCCC4)S3)CC2)c1
  3.6%, -6%
- CC(=Nc1cccc2ccccc12)c1cc(Cl)ccc1O
  2.0%, -1%

(next part)
SMILES	Hsp70 inhibitors	MKP-3 inhibition
Cc1c(C(=O)Nc2ccc(Cl)cc2)sc(N)c1C(=O)OC(C)C	2.0%	3%
CC(C)(C)c1ccccc1OCCCCCNCCO	1.9%	-13%
Clc1ccc(OCCn2ccnc2)cc1	-0.1%	0%
Cc1ccc2ccc(S(=O)(=O)N3CCN(C)CC3)cc2c1	3.8%	-1%
CCCOc1ccc(CC(=O)NCC2(c3ccccc3)CCOCC2)cc1OC	4.1%	·
COCCNC(=O)CN(c1ccc(OC)cc1OC)S(=O)(=O)c1ccc(C)cc1	1.1%	4%
CCOc1cccc(-c2nnc3sc(-c4ccco4)nn23)c1	4.1%	-6%
COC(=O)c1c(NC(=O)COc2ccc(Cl)cc2C)sc2c1CCC2	-9.3%	2%
Cc1nc2c(-c3ccccc3)cnn2c(C(C)(C)C)c1C	-1.0%	3%
Cc1cccc(C)c1NC(=O)c1ccc(-c2ccc(Cl)cc2Cl)o1	-3.9%&-2.6%	3%
O=C(Cc1ccc(Cl)cc1)Nc1ccc(Nc2ccccc2)cc1	-4.5%	3%
COc1cc(C=Nc2cc(Cl)cc(Cl)c2)ccc1O	5.0%	-1%
CSc1nc2nc(-c3ccccc3)cc(C(F)(F)F)n2n1	-2.1%	0%
O=C(/C=C\c1ccc2c(c1)OCO2)c1ccc(Cl)cc1	-0.3%	2%
OCCN(Cc1ccccc1)CC1CCCCC1	-2.1%	-1%
CCN(C(=O)CSc1nnc(-c2ccccc2Cl)n1C1CCCC1)C1CCS(=O)(=O)C1 (centres undefined)	-4.5%	9%
Cc1cccc(C)c1OCC(O)CNC(C)C (centres undefined)	-2.5%	·
N#Cc1nc(-c2ccccc2F)oc1NCCc1ccccn1	0.3%	2%
COC(=O)CSc1nc2sc3c(c2c(=O)n1C1CCCCC1)CCN(C)C3	-0.8%	0%
O=C(NCc1cccnc1)Nc1cccc(NC(=O)NCc2cccnc2)c1	1.4%	1%
CCc1nnc(NC(=S)NC(=O)c2ccccc2)s1	-2.5%	3%
COc1ccc2c(c1)CCc1c(C(=O)Nc3c(C)n(C)n(-c4ccccc4)c3=O)noc1-2	-0.3%	-8%
Cc1ccc(-c2nc(N)n(C(=O)c3cccnc3)n2)cc1	1.7%	-6%
C=CCn1c(SCC(=O)Nc2ccc(C(=O)OCC)cc2)nnc1-c1sc(N)nc1C	2.2%	-12%
O=C1C2N=NN(CC(=O)N3N=C(c4cccc5ccccc45)CC3c3ccccc3)C2C(=O)N1c1ccccc1 (centres undefined)	-11%	·
Further compounds:
SMILES	Hsp70 inhibitors	MKP-3 inhibition
COCCCNC(=O)COc1ccc(Cl)c(C)c1	-3.3%	-4%
CCC(=O)Nc1cc2c(cc1C(C)=O)OCCO2	5.5%	-6%
O=C(c1ccco1)N1CCN=C1SCc1cccnc1	4.2%	2%
CCOc1ccc(C(=O)COC(C)=O)cc1	·	4%
Cc1ccc(NC(=O)c2cc3cc([N+](=O)[O-])ccc3oc2=O)cc1	-1.6%	2%
COC(=O)Cc1nnc(NC(=O)C(C)C)s1	1.9%	·
CSc1nnnn1-c1ccc(C(=O)OCC(=O)N2CCOCC2)cc1	-3.1%	-4%
CC(C)C[C@H](NS(=O)(=O)c1ccc(Br)cc1)C(=O)O	-3.3%	·
COc1ccc(CNc2ccccc2SC)cc1OC	-4.9%	·
O=S(=O)(c1ccc(F)cc1)N1CCC(N2CCN(c3ccccc3)CC2)CC1	-0.4%	2%
COc1cccc(-n2nnnc2SCC(=O)NCCc2ccccc2)c1	-2.5%	-4%
CCc1noc2c1/C(=N\O)CC(c1ccccc1)C2 (centres undefined)	3.6%	-1%
O=c1c2c(nc3nc(CCc4ccccc4)[nH]n13)CCC2	0.7%	-6%
COc1ccc(-c2cn(-c3ccc(C)cc3)c(=O)n2CC(=O)Nc2cccc(F)c2)cc1	-1.0%	·

Two of the compounds above, with the structure last.
Hsp70 inhibitors,MKP-3 inhibition,Structure
-3.3%,·,CC(C)C[C@H](NS(=O)(=O)c1ccc(Br)cc1)C(=O)O
-1.6%,2%,Cc1ccc(NC(=O)c2cc3cc([N+](=O)[O-])ccc3oc2=O)cc1
